# GSIS activator: GLuc luminescence reporter in INS-1E cells, primary screen for activators of glucose-dependent secretion of insulin. INS-1E GLuc reporter insulin secretion, 2-3 h. AID 743287, 2014. hit rate 0.61% among 370,000. activation, % at 16.6 µM;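 active = lowest replicate activation of at least 40%, so every replicate reaches that level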;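 also: 0% = median of neutral control wells and 100% = median of IBMX positive control wells; some compounds called inactive have numbers as strong as hits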
# ERp5 inh: inhibitors of ERp5-driven insulin aggregation, primary screen, biochemical, turbidity, absorbance 650 nm, single point; Protein disulfide-isomerase A6 (Homo sapiens), Q15084; 90 min; inhibition, % at 9.99 µM; hit rate 0.05% among 350,000; AID 651711, 2012;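 active = mean replicate inhibition above about 25%, with every replicate also reaching it, limit read from the data, passing the limit was not always enough; inconclusive = only one of those two criteria met; inactive = neither criterion met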
# Target sequence (Q15084 whole entry, looked up): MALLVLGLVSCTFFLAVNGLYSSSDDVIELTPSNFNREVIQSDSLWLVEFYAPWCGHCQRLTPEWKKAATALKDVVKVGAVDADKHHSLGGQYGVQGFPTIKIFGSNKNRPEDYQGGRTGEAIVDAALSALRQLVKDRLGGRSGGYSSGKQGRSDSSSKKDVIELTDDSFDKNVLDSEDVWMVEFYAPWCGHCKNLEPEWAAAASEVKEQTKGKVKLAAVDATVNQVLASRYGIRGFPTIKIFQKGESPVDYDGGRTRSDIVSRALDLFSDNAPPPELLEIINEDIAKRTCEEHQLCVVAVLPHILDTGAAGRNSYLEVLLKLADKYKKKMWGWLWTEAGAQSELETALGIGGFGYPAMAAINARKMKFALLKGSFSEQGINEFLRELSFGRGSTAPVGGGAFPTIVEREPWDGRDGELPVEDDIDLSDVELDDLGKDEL
# ARNT TACC3 PPI: disruptors of ARNT/TACC3 protein interaction, primary screen, biochemical, AlphaScreen, single concentration. Transforming acidic coiled-coil-containing protein 3 (Homo sapiens), Q9Y6A5. hit rate 0.66% among 390,000. inhibition, % at 9.99 µM. AlphaScreen His-ARNT PAS-B/GST-TACC3 binding, luminescence; TACC3 fragment carries E629A point mutation;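 active = mean inhibition of replicates at least 50% and at least half of replicates each reaching 50%; inconclusive = half or more replicates reach 50% but mean below 50%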;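 also: 0% = complete ARNT plus TACC3 wells and 100% = ARNT alone without TACC3; many hits fall short of the cut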
# EWS-Fli inh: EWS/Fli-driven NR0B1 reporter inhibitors, primary screen, A673 cells, NR0B1 luciferase, luminescence, MLPCN library; viability-normalised; inhibition, % at 12.6 µM; AID 651661, 2012; hit rate 0.67% among 350,000;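 active = mean inhibition of at least 50% after viability correction, with every replicate also passing that limit; inconclusive = mean reaches 50% but only one of two replicates passes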;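 also: firefly luciferase signal divided by Alamar Blue viability fluorescence both relative to DMSO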
# Xi reactivation: activators of inactive X chromosome reactivation, primary screen, imaging, XiGFP fibroblasts, GFP high-content imaging, set 2 | XiGFP mouse fibroblasts, % GFP-positive cells imaging, 3 d; cells co-treated with 5-aza-dC sensitizer; scaled so ellipticine positive control = 100% | activation, % at 7.58 µM | hit rate 0.055% among 360,000;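 active = mean normalized replicate activation at least 10% and every replicate at or above 10%; inconclusive = only one of the two criteria met; inactive = mean below 10% and not all replicates reach 10%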;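 also: 0% = median of on-plate neutral control wells and 100% = ellipticine 6 µM median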
#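 System: SV40-immortalized XiGFP fibroblast cells, line 68-5-11 / Incubation: 3-day compound exposure, then 15 min fixation at room temperature / Compound: single concentration per compound, delivered by pin transfer / Buffer or medium: DMEM plus 5-aza-dC sensitizer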
# CFTR F508del cor: F508del CFTR correction, initial screen, CFBE line, single point. CFBE cells, YFP halide quenching; stimulated with forskolin plus potentiator P3; % fluorescence drop versus neutral controls. hit rate 0.36% among 350,000. AID 720511, 2013. activity (quench increase), % at 7.58 µM;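 active = mean added fluorescence quench of at least 8% versus neutral control, with both replicates also reaching 8%; inconclusive = only one of the mean or replicate conditions met; inactive = mean below 8% and not both replicates reaching 8%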;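 also: cells transiently co-express mutant CFTR-F508del with the halide-sensitive YFP; corrector assay measuring rescue of mutant channel to the surface after 24 h compound exposure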
# DENV2 CPE rescue: inhibitors of DENV2 cytopathic effect, primary screen, cell-based, plate reader, single concentration. CPE inhibition, % at 9.99 µM. hit rate 1.7% among 350,000. DENV2-infected cells, cytopathic effect rescue; in the data active = CPE inhibition above about 20%, passing the limit was not always enough; inconclusive = no clear call, values can overlap the other calls; tested in BHK-21 cells;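 also: 0% = median of neutral control wells and 100% = median of positive control wells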
# PAX8 inh HTS: inhibitors of PAX8-driven TPO luciferase reporter, primary screen, RMG-I cells, single concentration. SteadyGlo, 24 h. inhibition, % at 12.6 µM. hit rate 1.2% among 360,000. AID 652154, 2013;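 active = mean replicate inhibition at least 60% with every replicate also reaching 60%; inconclusive = only one of the two criteria is met; inactive = mean below 60% and not all replicates reaching 60%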;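 also: luciferase light reporting Pax8 driven TPO promoter activity; plate controls were median of neutral control wells for no effect and mitoxantrone controls for full effect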
# The depositor's hits bear a star; ? = inconclusive; / = not tested or not shown; & = joins results of further samples; ! = a repeat was not active.
# The opening five entries (preview)
entry	SMILES	EWS-Fli inh	Xi reactivation	ARNT TACC3 PPI	GSIS activator	ERp5 inh	DENV2 CPE rescue	PAX8 inh HTS	CFTR F508del cor
1	CCN(Cc1ccccc1)C(=O)COC(=O)c1cc(=O)[nH]c2ccccc12	-2	0.0	/	6	-3	5	26	1.8
2	Cc1ccccc1-n1c(N)c(C(=O)Nc2ccc(F)cc2)sc1=S	-17	0.5	4	1	5	6	-25	0.5
3	COc1cc2[nH]c(=O)n(CCC(=O)N3CCN(Cc4ccccc4)CC3)c(=O)c2cc1OC	0	/	0	24	1	2	0	-3.0
4	O=C(Nc1ccccc1)N[C@H]1CC[C@H](CCNS(=O)(=O)c2ccccc2F)O[C@@H]1CO	4	-0.5	3	6	-1	-4	6	-2.5
5	Cc1[nH]c(SCC(=O)Nc2cc(C(N)=O)cc(C(N)=O)c2)nc1Cc1ccccc1	-5	0.0	4	/	-16	-3	3	2.4

# This part in full, from the first entry:
entry	SMILES	EWS-Fli inh	Xi reactivation	ARNT TACC3 PPI	GSIS activator	ERp5 inh	DENV2 CPE rescue	PAX8 inh HTS	CFTR F508del cor
1	CCN(Cc1ccccc1)C(=O)COC(=O)c1cc(=O)[nH]c2ccccc12	-2	0.0	/	6	-3	5	26	1.8
2	Cc1ccccc1-n1c(N)c(C(=O)Nc2ccc(F)cc2)sc1=S	-17	0.5	4	1	5	6	-25	0.5
3	COc1cc2[nH]c(=O)n(CCC(=O)N3CCN(Cc4ccccc4)CC3)c(=O)c2cc1OC	0	/	0	24	1	2	0	-3.0
4	O=C(Nc1ccccc1)N[C@H]1CC[C@H](CCNS(=O)(=O)c2ccccc2F)O[C@@H]1CO	4	-0.5	3	6	-1	-4	6	-2.5
5	Cc1[nH]c(SCC(=O)Nc2cc(C(N)=O)cc(C(N)=O)c2)nc1Cc1ccccc1	-5	0.0	4	/	-16	-3	3	2.4
6	CCCNC(=O)N1CC[C@H]2[C@@H]1c1cc(C#Cc3ccccc3)ccc1N(C)[C@H]2CO	-1	0.5	27	-3	6	2	0	0.1
7	Cc1ccc(S(=O)(=O)Nc2ccc3c(c2)C(=O)N([C@@H](C)CO)C[C@H](C)[C@@H](CN(C)S(=O)(=O)c2ccc(F)cc2)O3)cc1	-8	0.0	/	-20	-5	7	/	-0.5
8	COc1ccc(C2c3ccc(O)cc3Oc3ncn(Cc4ccccc4)c(=N)c32)cc1OC (stereo not drawn)	-1	/	5	-2	-3	-2	6	-1.3
9	Cc1nc2ccc(F)cc2cc1C(=O)NC(C)C	13	/	-6	/	7	-3	/	-1.0
10	Cc1occc1C(=O)N/N=C/c1ccc(Cl)c([N+](=O)[O-])c1	1	0.0	34	41	-1	-1	13	/
11	CCc1ccc(NC(=O)c2cnc3n(c2=O)CCS3)cc1	-69	0.0	1	26	-8	3	-99	1.4
12	CCCCCCCCN1C(=O)[C@@H](CC(=O)N2CCN(C(=O)c3ccco3)CC2)C[C@@]2(C(=O)OC)C1=C[C@H](C(C)(C)C)O[C@@H]2C	24	0.0	/	/	-11	-1	84*	-1.1
13	CC=Cc1ccc2n(c1=O)C[C@H]1[C@H](CO)[C@@H](C(=O)NCc3ccc(F)cc3)[C@@H]2N1CC (mixture of isomers)	-8	0.0	-5	0	-11	-6	-11	3.5
14	CCS(=O)(=O)NC[C@H]1[C@@H](c2ccccc2)[C@@H](CO)N1CC1CCCC1	-2	0.1	/	-16	1	9	/	0.2
15	CC(=O)N1C[C@@H]2[C@H](c3ccccc31)[C@H](CO)N2Cc1ccc(Cl)cc1	1	-0.1	-2	14	/	17	20	1.6
16	O=C(COc1ccc(Cl)cc1)NNC(=O)CSc1nncs1	-3	0.0	-1	7	1	-5	7	1.0
17	O=c1cc(N2CCOCC2)[nH]c(=O)n1-c1ccc(Br)cc1	-8	-0.1	-5	0	0	6	-11	-1.1
18	C[C@H]1CN([C@@H](C)CO)C(=O)CCCn2cc(nn2)CO[C@@H]1CN(C)S(=O)(=O)c1ccc(Oc2ccccc2)cc1	-14&-4&-3	0.0&0.0	-23&-4	5&13	1&-1&1	35*!	1&18	0.6&-3.2&-2.2
19	Cc1csc(CN(C)C(=O)c2cn(Cc3cccc4ccccc34)nn2)n1	/	-0.1	-9	-17	2	-3	-20	0.6
20	C[C@@H]1CN([C@H](C)CO)C(=O)c2cc(NC(=O)Nc3ccccc3)ccc2O[C@@H]1CN(C)CC1CCCCC1	-5	0.0	0	6	-1	9	-1	-4.3
21	CC(C)NCC(O)(c1ccc(Cl)cc1)c1ccc(Cl)cc1	1	0.0	-7	-4	3	2	-28	1.4
22	O=C(O)Cn1ccc2ccccc21	11	0.0	0	-10	6	?	32	2.0
23	O=C(NCc1cccc(C(F)(F)F)c1)C1CC(c2c(Cl)cccc2Cl)=NO1 (stereo not drawn)	16	0.0	-25	-14	-1	8	-12	0.8
24	COc1ccc(N2CCN(C(CNC(=O)c3ccc4c(c3)OCO4)c3ccco3)CC2)cc1 (stereo not drawn)	2	29*	1	7	1	2	1	1.2
25	CC(C)N(CC#CCC(O)(c1ccccc1)c1ccccc1)C(C)C	/	0.2	-1	26	/	/	5	/
26	O=C(N=C1SC2CS(=O)(=O)CC2N1c1ccccc1)C1CC1 (stereo not drawn)	0	0.3	-1	0	2	-3	-8	-3.3
27	COC(=O)CCN(C(=O)c1cc(OC)c(OC)c(OC)c1)c1ccccn1	8	/	9	20	1	7	/	-2.0
28	CN1CCCN(C(=O)CNC(=O)c2ccccc2Br)CC1	4	-0.1	/	-3	-13	16	-5	-2.5
29	O=S(=O)(c1ccc(C(F)(F)F)cc1)N1CCCc2nc(-c3ccccc3)ccc21	14	0.1	/	9	1	6	1	0.4
30	COc1cc2[nH]c(=S)n(Cc3cccs3)c(=O)c2cc1OC	11	0.2	-3	13	3	/	-2	-2.7
31	O=C(COC(=O)c1ccc2c(c1)OCCO2)NC1CCCCC1	3	-0.1	1	3	-7	9	-12	-1.3
32	COc1ccc(NC(=O)Cn2c(=O)n(-c3ccc(OC)cc3OC)c(=O)c3c(C)c(C)sc32)cc1	/	0.0	2	-41	/	/	15	/
33	COC(=O)C1CN(C(=O)c2ccc(OC(F)F)cc2)c2ccccc2O1 (stereo not drawn)	2	0.0	-2	14	-2	0	16	-2.9
34	Nc1ncnc2c1ncn2[C@@H]1O[C@H](C(=O)N[C@@H](CCc2ccccc2)C(=O)N2CCCN(Cc3cccs3)CC2)[C@@H](O)[C@H]1O	-1	0.9	/	/	2	-8	6	-1.6
35	Cc1ccc(S(=O)(=O)NCCC(=O)NC2CCCCC2C)cc1 (stereo not drawn)	1	0.0	0	14	-7	-3	12	-3.8
36	CCCCn1c(N)c(N(CC(C)C)C(=O)c2cc(S(=O)(=O)N3CCCCC3)ccc2C)c(=O)[nH]c1=O	0	0.0	-4	14	1	-5	-8	0.8
37	CCOC(=O)c1sc(N2N=C(C)C(N=Nc3cccc(C)c3)C2=O)nc1C (stereo not drawn)	3	-0.1	3	6	1	8	6	3.0
38	CC(C)COC(=O)Nc1nnc(Cc2ccccc2)s1	-56	0.1	-2	0	7	2	-85	0.6
39	CCCCc1nnc(NC(=O)c2ccccc2OCc2c(C)noc2C)s1	5	0.0	1	11	12	7	-12	3.3
40	O=C(C[C@H]1CC[C@H]2[C@@H](COC[C@@H](O)CN2C(=O)c2ccc3c(c2)OCO3)O1)NC1CCC1	4	0.1	-6	-8	3	-6	0	2.2
41	O=C(Cc1ccccn1)N[C@@H]1CC[C@H](CCn2cc(-c3ccc(F)cc3)nn2)O[C@H]1CO	/	-0.1	/	-4	-6	-2	14	1.6
42	Cc1ccc(CNC(=O)CN2C(=O)COc3ccc(S(=O)(=O)N4CCCCC4)cc32)o1	-16	0.3	1	1	5	0	3	1.3
43	O=C(CCCc1nc(-c2ccccc2Cl)no1)N1CCOCC1	6	-0.6	/	13	-8	0	-30	-0.9
44	O=C(C1CC(=O)N(c2ccc(F)cc2)C1)N1CCN(c2ccccc2)CC1 (stereo not drawn)	-3	0.0	-8	3	2	0	/	-0.2
45	C[C@@H]1CN([C@@H](C)CO)C(=O)c2cccc(NS(=O)(=O)c3ccccc3)c2O[C@@H]1CN(C)Cc1ccc(C(F)(F)F)cc1	7	0.1	2	-26	1	6	-1	-1.3
46	COc1ccccc1C#Cc1ccc([C@H]2[C@H](C#N)N(C(=O)C3CCC3)[C@H]2CO)cc1	-6	0.0	20	-14	2	0	106*	-2.8
47	C=CCN1C(c2ccc(Br)cc2)=CS/C1=C(\C#N)c1nnc(N2CCOCC2)n1-c1ccccc1	16	0.0	5	-41	1	-5	24	-0.2
48	C[C@@H](NC(=O)[C@H]1[C@H](CO)[C@H]2Cn3c(cccc3=O)[C@@H]1N2C(=O)C1CCC1)c1ccccc1	-2	0.0	1	2	0	/	/	/
49	O=C(NCc1ccco1)C1CCCN(c2ncnc3c2nc2n3CCCCC2)C1 (stereo not drawn)	5	0.0	2	-10	-4	25*	5	-2.4
50	COc1cc(CNC(C)C23CC4CC(CC(C4)C2)C3)ccc1OCC(=O)NC(C)(C)C (stereo not drawn)	20	0.0	/	-39	1	4	19	5.5
51	Cc1nccn1-c1ccc(NC(=O)[C@H]2O[C@@H](n3ccc(=O)[nH]c3=O)[C@H](O)[C@@H]2O)cc1	-11	0.0	/	30	1	2	-17	1.4
52	COc1cccc(/C=N/NC(=O)c2[nH]c(C)c(C(=O)N/N=C/c3cccc(OC)c3)c2C)c1	/	-0.1	-1	-11	/	/	-12	/
53	C[C@H](CO)N1C[C@H](C)[C@@H](CN(C)Cc2ccc(Oc3ccccc3)cc2)Oc2c(NC(=O)c3ccc(-c4nccs4)cc3)cccc2C1=O	-1	-0.6	-18	-1	-2	-1	/	4.0
54	COc1ccc(C(=O)NC(C(=O)NCc2ccccc2OC)C(C)C)cc1 (stereo not drawn)	-1	-0.6	-4	/	-4	2	4	1.3
55	CC1(C2CC(=O)c3c(O)ccc(O)c3C2)OCCO1 (stereo not drawn)	5	0.1	/	-17	-4	0	-5	1.7
56	NC(=O)c1ccc(C(=O)N/N=C(/Cc2ccccc2)c2ccccc2)cc1	-17	0.6	-26	1	-18	-8	17	-0.6
57	COc1ccc(/C(C)=N/OC/C(O)=C(\C#N)c2nc3ccccc3[nH]2)cc1OC	-17	0.0	5	0	-4	11	36	1.2
58	C=CCNC(=S)N1CCN(S(=O)(=O)c2ccc(C)cc2)CC1	11	0.4	-28	1	-6	3	12	-2.6
59	C[C@H](CO)N1C[C@H](C)[C@@H](CN(C)CC2CC2)OCCCC[C@H](C)Oc2ccc(NC(=O)CCCCCC(=O)Nc3ccccc3N)cc2C1=O	-1	0.1	0	-21	/	7	4	0.4

# Source: PubChem BioAssay (Broad Institute)
